# TRPC6 inh: mouse TRPC6 channel inhibitors, primary screen, cell-based, HEK293, membrane potential dye; AID 2553, 2010; B-score at 10 µM; actives 1.1% (n = 310,000); Short transient receptor potential channel 6 (Mus musculus), Q61143; ACh-evoked depolarization; stronger effect = lower value;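 active = B-score under library mean minus 3 SD, initial fluorescence not abnormally high, positive integrated signal ratio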;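 also: B-score derived from integrated fluorescence ratio over the kinetic read; more negative B-score means stronger inhibition of depolarization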
# MrgX1 antagonist: antagonists of human MrgX1 receptor, primary screen, HEK293 cells, Fluo-4 calcium flux; Mas-related G-protein coupled receptor member X1 (Homo sapiens), Q96LB2; BAM8-22 antagonism; stronger effect = lower value; B-score at 10 µM; actives 1.3% (n = 310,000); AID 588676, 2011;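 active = calcium-response B-score plate-corrected more than 3 library SD below zero, starting fluorescence within 5 deviations, no agonist response on first addition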;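 also: peak minus trough fluorescence over baseline after final BAM8-22 challenge near maximal dose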
# TRPC4 PAM: positive allosteric modulators of TRPC4, primary screen, cell-based, mouse TRPC4beta, HEK293 mu-opioid, Fluo-4 calcium | actives 0.42% (n = 310,000) | DAMGO EC20, Fluo-4 Ca2+ flux; stronger effect = higher value | B-score at 10 µM | Short transient receptor potential channel 4 (Mus musculus), Q9QUQ5;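 active = B-score of calcium response area above 5 SD of library B-scores, with initial fluorescence ratio within 5 SD of library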;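 also: B-score of integrated fluorescence ratio over time as area under calcium response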
# TRPC6 act: mouse TRPC6 channel activators, primary screen, cell-based, HEK293, membrane potential dye; Short transient receptor potential channel 6 (Mus musculus), Q61143; HEK293-TRPC6 membrane potential dye fluorescence; stronger effect = higher value; B-score at 10 µM; actives 0.13% (n = 310,000);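 active = B-score of the integrated fluorescence ratio above library mean plus 3 SD, and starting fluorescence ratio within library mean plus 5 SD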;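 also: higher score means more depolarization so channel activation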
# MrgX1 PAM: positive allosteric modulators of MrgX1, primary screen, HEK293 cells, Fluo-4 calcium flux; FDSS; stronger effect = higher value; actives 0.63% (n = 310,000); Mas-related G-protein coupled receptor member X1 (Homo sapiens), Q96LB2; B-score at 10 µM;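 active = plate-corrected calcium response at least 3 library SD above typical, normal starting fluorescence, not activating the receptor alone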;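 also: compound read alongside a low EC10 to EC30 dose of BAM8-22 agonist; peak minus trough fluorescence over baseline measured at the second addition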
# TMEM16A act: TMEM16A chloride channel activators or potentiators, primary screen, cell-based, HTS; Anoctamin-1 (Mus musculus), Q8BHY3; HEK293 TMEM16A/YFP-H148Q/I152L, iodide quench fluorescence; stronger effect = lower value; B-score at 10 µM; actives 0.3% (n = 340,000); AID 623877, 2012;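 active = fluorescence-ratio B-score plate-corrected deviation score at least 3 library SD below zero, with starting fluorescence score within 5 deviations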;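 also: channel opened by trigger with iodide after compound preincubation; score built on the fluorescence ratio of max minus min over baseline; more negative score means more quench and so TMEM16A activation or potentiation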
# Target sequence (Q8BHY3 whole entry, looked up): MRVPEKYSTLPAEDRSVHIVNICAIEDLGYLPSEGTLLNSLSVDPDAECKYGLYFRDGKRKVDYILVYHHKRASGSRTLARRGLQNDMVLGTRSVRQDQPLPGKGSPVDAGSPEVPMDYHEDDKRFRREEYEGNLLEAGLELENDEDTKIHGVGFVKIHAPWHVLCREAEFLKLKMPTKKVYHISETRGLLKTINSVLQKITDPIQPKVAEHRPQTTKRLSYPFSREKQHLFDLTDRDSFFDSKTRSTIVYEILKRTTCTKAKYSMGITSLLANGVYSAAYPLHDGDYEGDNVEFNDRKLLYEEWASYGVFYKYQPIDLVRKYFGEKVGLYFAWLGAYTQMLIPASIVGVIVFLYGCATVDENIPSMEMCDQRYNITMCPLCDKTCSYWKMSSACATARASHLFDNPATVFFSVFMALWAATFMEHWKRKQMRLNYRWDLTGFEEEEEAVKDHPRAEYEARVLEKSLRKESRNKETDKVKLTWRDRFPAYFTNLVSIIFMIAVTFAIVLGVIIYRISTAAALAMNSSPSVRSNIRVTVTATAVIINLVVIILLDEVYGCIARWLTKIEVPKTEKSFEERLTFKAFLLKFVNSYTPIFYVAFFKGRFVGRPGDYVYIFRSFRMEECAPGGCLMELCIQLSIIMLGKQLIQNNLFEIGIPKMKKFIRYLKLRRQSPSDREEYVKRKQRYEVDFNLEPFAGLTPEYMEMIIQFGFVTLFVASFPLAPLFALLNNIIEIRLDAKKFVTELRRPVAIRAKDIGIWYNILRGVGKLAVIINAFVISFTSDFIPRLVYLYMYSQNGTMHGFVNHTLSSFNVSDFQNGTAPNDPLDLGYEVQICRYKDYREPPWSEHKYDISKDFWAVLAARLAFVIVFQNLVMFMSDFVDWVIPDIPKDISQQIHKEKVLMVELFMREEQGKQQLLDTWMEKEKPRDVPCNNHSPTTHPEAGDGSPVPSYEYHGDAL
# TRPC4 act: activators of mouse TRPC4 channel, primary screen, Fluo4 calcium, HEK293 TRPC4beta/mu-opioid cells. actives 0.49% (n = 310,000). Fluo4 calcium fluorescence; stronger effect = higher value. B-score at 10 µM;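 active = B-score above 5 SD of library B-scores, and initial fluorescence ratio not above library mean plus 5 SD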;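 also: positive B-score marks a calcium rise read as TRPC4 activation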
#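 Material: TRPC4beta and mu-opioid receptor HEK293 stable cells | Incubation: 45 min room-temperature Fluo4 loading, 110 s read | Detection: Kinetic Fluo4 calcium fluorescence | Measure: Integrated baseline-normalised fluorescence ratio, converted to per-well B score | Benchmarks: Low control buffer alone, high control maximal DAMGO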
# ANO1 block: TMEM16A chloride channel inhibitors, primary screen, cell-based, HTS; HEK293 TMEM16A/YFP iodide influx fluorescence, ionomycin; actives 1.2% (n = 310,000); Anoctamin-1 (Mus musculus), Q8BHY3; normalized B-score (activity score, 25-100; higher = stronger inhibition) at 10 µM; AID 588511, 2011;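 active = ratio plate-corrected score three or more library SD toward inhibition, starting fluorescence score within five deviations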;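 also: score derived from kinetic fluorescence span divided by baseline fluorescence per well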
# SKKanGAS inh: S. pyogenes SKKanGAS growth inhibitors in kanamycin, primary screen, streptokinase expression inhibitor project, SKKanGAS strain, BacTiter-Glo luminescence; 6 h; inhibition, % at 7.5 µM; actives 1.3% (n = 300,000); AID 1662, 2009;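 active = mean replicate score, as percent of positive control median, at least 50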;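 also: strain carries kanamycin resistance gene driven by streptokinase promoter and grows in 40 µg/ml kanamycin; loss of luminescence reflects streptokinase promoter inhibition or plain growth inhibition; 0% = median of DMSO wells and 100% = positive control at its reference dose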
# TRPC4 block: inhibitors of mouse TRPC4 channel, primary screen, Fluo4 calcium, HEK293 TRPC4beta/mu-opioid cells; B-score at 10 µM; AID 2247, 2010; DAMGO-evoked Fluo4 calcium flux; stronger effect = lower value; actives 0.39% (n = 300,000);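 active = B-score over 3 SD under the library average, no early fluorescence shift, positive overall ratio signal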
#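 Assay system – HEK293 line stably carrying TRPC4beta and mu-opioid receptor · Doses – single dose · Detection – Fluo4 calcium-dye fluorescence, kinetic read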
# MrgX1 agonist: agonists of human MrgX1 receptor, primary screen, HEK293 cells, Fluo-4 calcium flux. Fluo-4 calcium fluorescence, agonist mode; stronger effect = higher value. B-score at 10 µM. actives 0.44% (n = 310,000). AID 588627, 2011;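 active = calcium response B-score plate-corrected fluorescence ratio at least 3 library SD, with starting fluorescence B-score inside 5 SD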
#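 System: HEK293 cells stably expressing human MrgX1 receptor; Dosing: test compound in the initial addition of three; Schedule: overnight plating, then 30 min 37 °C plus 30 min room-temperature dye loading; Detection: kinetic calcium dye fluorescence, Fluo-4 NW; Controls: per-plate positive and negative controls for Z′ factor.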
# An asterisk follows results filed as active; i = inactive; x = no result given. Hits appear at their usual frequency; 6.7% or so of the library scored in one or more.
SMILES,TRPC6 inh,MrgX1 antagonist,TRPC4 PAM,TRPC6 act,MrgX1 PAM,TMEM16A act,TRPC4 act,ANO1 block,SKKanGAS inh,TRPC4 block,MrgX1 agonist
NC(=O)COC(=O)c1ccc(S(=O)(=O)NCc2ccco2)cc1,i,i,i,i,i,i,i,i,-3,i,i
CC(=O)NCCc1nc2cc(NC(=O)c3cccs3)ccc2n1C,i,i,i,i,i,i,i,i,-1,i,i
O=C(/C=C/c1ccccc1[N+](=O)[O-])OCC(=O)c1ccccc1,i,i,i,i,i,i,i,i,3,i,i
CCNc1ccc(C(=O)OC(C(=O)NC(N)=O)C(C)C)cc1[N+](=O)[O-] (stereo unspecified),i,i,i,i,i,i,i,i,16,i,i
COc1ccc(N2CCN(S(=O)(=O)c3ccc(OC)cc3)CC2)cc1,i,i,i,i,i,i,i,i,-13,i,i
Cc1ccsc1C(C(=O)NC1CCCCC1)N(C(=O)c1csnn1)C1CC1 (stereo unspecified),i,i,i,i,i,i,i,i,-3,i,i
O=[N+]([O-])c1ccc(CN2CCN(c3ncccn3)CC2)cc1,i,i,i,i,i,i,i,i,-1,i,i
CCOc1cc(C2NC(=O)c3ccccc3O2)ccc1OC (stereo unspecified),i,i,i,i,i,i,i,i,0,i,i
CCCCNC(=O)c1ccccc1NS(=O)(=O)c1ccc2c(c1)OCCO2,i,i,i,i,i,i,i,i,-14,i,i
CC1(C)CC(=O)C2=C(C1)Oc1ncn(CCO)c(=N)c1C2c1ccccc1 (stereo unspecified),i,i,i,i,i,i,i,i,-3,i,i
COc1cccc([C@@H]2CC=C(C(=O)O)CN2S(=O)(=O)c2ccc(C)cc2)c1,x,i,x,x,i,i,x,i,x,x,i
CCOc1ccc(CCNC(=O)c2cc([N+](=O)[O-])ccc2N2CCOCC2)cc1OCC,i,i,i,i,i,i,i,i,1,i,i
Cc1ccc(OCCCCn2ccnc2)c(Cl)c1,i,i,i,i,i,i,i,i,0,i,i
CCOc1ccccc1NC(=O)CCN(c1ccc(C)cc1)S(=O)(=O)c1ccccc1,i,i,i,i,i,i,i,i,2,i,i
CCOC(=O)n1n[n+]([O-])c2ccccc21,i,i,i,i,i,i,i,i,-12,i,i
COc1cc(/C=N/Nc2cc(C)nc(N)n2)ccc1O,i,i,i,i,i,i,i,i,6,i,i
CCC(CC)c1ncc[nH]1,i,i,i,i,i,i,i,i,0,i,i
CCOC(=O)Cc1csc(NC(=O)c2csc(C)c2)n1,i,i,i,i,i,i,i,100*,-2,i,i
Cc1cccc(-c2ncc(CN3CCCC(CO)(Cc4ccccc4C)C3)cn2)c1 (stereo unspecified),i,i,i,i,i,i,i,i,-1,i,i
O=[N+]([O-])c1cc(C(F)(F)F)ccc1Sc1nccn1Cc1ccccc1,i,i,i,i,i,i,i,i,2,i,i
O=C(NCCN1CCN(c2ccccc2)CC1)c1ccc(NC(=O)C2CCCO2)cc1 (stereo unspecified),i,i,i,i,i,i,i,i,-5,i,i
COc1ccc(C2=NN(CCC(=O)NCc3ccc4c(c3)OCO4)C(=O)CC2)cc1,i,i,i,i,i,i,i,i,-7,i,i
Cc1ccc(Cn2ccc(NC(=O)c3noc4c3CCCCC4)n2)cc1,i,i,i,i,i,i,i,i,-3,i,i
CCCCC(=O)NC1(C(F)(F)F)C(=O)N(Cc2ccco2)C(C)=C1C(=O)OC (stereo unspecified),i,i,i,i,i,i,i,i,-7,i,i
CCC(C)NC(=O)C(NS(=O)(=O)c1ccc2c(c1)c(=O)n(C)c(=O)n2C)c1ccccc1 (stereo unspecified),x,i,x,x,i,i,x,i,x,x,i

# Further entries follow.
SMILES,TRPC6 inh,MrgX1 antagonist,TRPC4 PAM,TRPC6 act,MrgX1 PAM,TMEM16A act,TRPC4 act,ANO1 block,SKKanGAS inh,TRPC4 block,MrgX1 agonist
N#C/C(=C\c1ccc(OCc2ccc(C(=O)O)cc2)cc1)C(=O)NCc1ccccc1,i,i,i,i,i,i,i,i,28,i,i
COc1ccccc1NC(=O)N(Cc1cccs1)Cc1cc2cc3c(cc2[nH]c1=O)OCO3,i,i,i,i,i,i,i,i,12,i,i
Cc1ccccc1N1CCN(C2CCCN(C(=O)c3ccsc3)C2)CC1 (stereo unspecified),i,i,i,i,i,i,i,i,2,i,i
Cc1ccccc1Cc1c(C)nc2nc(SCC(=O)NCCCN3CCCCC3)nn2c1C,i,i,i,i,i,i,i,i,-2,i,i
Cc1ccsc1C(=O)NCc1ccc(F)cc1,i,i,i,i,i,i,i,i,1,i,i
Cc1cnc(NC(=O)CSc2nnc3ncccn23)s1,i,i,i,i,i,i,i,i,-6,i,i
Fc1ccc(CNC(=S)Nc2ccccc2Cl)cc1,i,i,i,i,i,i,i,i,12,i,i
CCc1ccc(NC(=O)Cn2nc(C(F)(F)F)c3c2CCC3)cc1,i,i,i,i,i,i,i,i,-2,i,i
CCOC(=O)N1CCN(CCC(=O)c2ccc(Cl)cc2)CC1,i,i,i,i,i,i,i,i,-2,i,i
C#CCOCCOCCOCCNc1nc(N2CCN(C(=O)C([C@@H](C)CC)n3cc(C(N)Cc4ccc(O)cc4)nn3)CC2)nc(N2CCN(C(=O)[C@H](CCC(=O)O)n3cc(C(N)[C@H](C)CC)nn3)CC2)n1 (stereo partly specified),i,i,i,i,i,i,i,i,-6,i,i
CC(C)Cn1c(NCCO)nc2ccccc21,i,i,i,i,i,i,i,i,-18,i,i
O=C(CSc1nc2ncc(Cl)cc2[nH]1)c1ccc2c(c1)OCO2,i,i,i,i,i,i,i,i,-6,i,i
CC1CCCC(C)N1C(=O)COC(=O)c1ccc(F)c(S(=O)(=O)N2CCOCC2)c1 (stereo unspecified),i,i,i,i,i,i,i,i,-3,i,i
O=S(=O)(NCC(c1ccco1)N1CCc2ccccc21)c1ccccc1 (stereo unspecified),i,i,i,i,i,i,i,i,4,i,i
CNC(=O)c1ccc(Nc2nnc(C)c3ccccc23)cc1,-5.5*,i,i,i,i,i,i,i,-14,i,i
O=c1oc2cc(Br)ccc2n1Cc1ccccc1,i,i,i,i,i,i,i,i,5,i,i
CCCCSc1nnc(CNC(=O)C23CC4CC(CC(C4)C2)C3)n1Cc1ccccc1,i,i,i,i,i,i,i,i,2,i,i
O=C(O)Cc1ccc(NC(=O)c2ccc3c(c2)C(=O)N(CC2CCCO2)C3=O)cc1 (stereo unspecified),i,i,i,i,i,i,i,i,-2,i,i
O=C(Nc1ccc(C(=O)N2CCN(c3ccc(Cl)cc3)CC2)cc1)C1=CSCCO1,i,i,i,i,i,i,i,i,26,i,i
O=C(CSc1nnc(CNC(=O)c2ccccc2)o1)Nc1ccc2c(c1)OCO2,i,i,i,i,i,i,i,i,32,i,i
CC(C)Cc1nc2oc3c(NCCCN4CCOCC4)ncnc3c2c2c1CCC2,i,i,i,i,i,i,i,i,17,i,i
O=C(NCc1ccccc1)c1cc(-c2ccco2)on1,i,i,i,i,i,i,i,i,-5,i,i
CC1(C)CC(=O)C([N+](=O)[O-])=C(NCCCC(=O)O)C1,i,-5.4*,i,i,i,i,i,i,7,i,i
CCCNC(=O)C12CCC(C)(C(=O)C1Br)C2(C)C (stereo unspecified),x,i,x,x,i,i,x,i,x,x,i
O=C(CSc1nnc(SCc2ccccc2)s1)N/N=C/C=C\c1ccco1,i,i,i,i,i,i,i,i,16,i,i

# Carrying on:
SMILES,TRPC6 inh,MrgX1 antagonist,TRPC4 PAM,TRPC6 act,MrgX1 PAM,TMEM16A act,TRPC4 act,ANO1 block,SKKanGAS inh,TRPC4 block,MrgX1 agonist
CC(C)Nc1nnc(SC(C)C(=O)NCc2ccc3c(c2)OCO3)s1 (stereo unspecified),i,i,i,i,i,i,i,i,1,i,i
CN(C)c1nc(NCc2ccccc2)nc(N/N=C/c2ccc(Br)cc2)n1,i,i,i,i,i,i,i,i,1,i,i
CC(=O)c1cccc(NC(=O)CCNC(=O)c2cccc(C)c2)c1,i,i,i,i,i,i,i,i,-3,i,i
Oc1ccc(/C=N/Nc2cc(N3CCCC3)nc(N3CCCC3)n2)cc1O,i,i,i,i,i,i,i,i,-6,i,i
Cc1ccccc1OCC(=O)Nc1sc(C(=O)Nc2cccc(C)c2C)c(C)c1C#N,i,i,i,i,i,i,i,i,4,i,i
Cc1cccc(OCC(=O)O/N=C(\N)c2ccc(Cl)cc2)c1,i,i,i,i,i,i,i,i,-5,i,i
CCc1cc(=O)oc2cc(OCC(=O)N3CCC[C@H]3C(=O)O)ccc12,i,i,i,i,i,i,i,i,-2,i,i
COc1ccc(CC2(CO)CCN(Cc3cccc(OC)c3OC)CC2)cc1,i,i,i,i,i,i,i,i,7,i,i
Cc1onc(-c2ccccc2Cl)c1C(=O)Nc1nnc(C(C)C)s1,i,i,i,i,i,i,i,i,-1,i,i
CCN(CC(=O)Nc1ccc2c(c1)OCCO2)c1nc(-c2cccnc2)nc2ccccc12,i,-11*,i,i,i,i,i,i,11,i,i
CCN(CC)C(=O)c1sc(NC(=O)c2c(OC)cccc2OC)c(C#N)c1C,i,i,i,i,i,i,i,i,10,i,i
COc1ccc(-n2ncc3c2CC(C)(C)CC3NC(=O)CCc2c(C)noc2C)cc1 (stereo unspecified),i,i,i,i,i,i,i,i,9,i,i

# Screens deposited in PubChem by several laboratories.
